Source: PubChem BioAssay (National Center for Advancing Translational Sciences (NCATS))
Giardia FBPA inh – Giardia lamblia aldolase inhibition; A8B2U2; purified Giardia FBPA; Potency, µM (doses to about 59.6 µM), without a hit: at the highest dose activity, negative = inhibition, actives largely listed as inhibitors; 0.71% of 290,000 active; also: potency is read from the fitted curve at half-maximal effect; nearly all actives have a fitted effect of over 55% in size
Target sequence (A8B2U2 whole entry, looked up): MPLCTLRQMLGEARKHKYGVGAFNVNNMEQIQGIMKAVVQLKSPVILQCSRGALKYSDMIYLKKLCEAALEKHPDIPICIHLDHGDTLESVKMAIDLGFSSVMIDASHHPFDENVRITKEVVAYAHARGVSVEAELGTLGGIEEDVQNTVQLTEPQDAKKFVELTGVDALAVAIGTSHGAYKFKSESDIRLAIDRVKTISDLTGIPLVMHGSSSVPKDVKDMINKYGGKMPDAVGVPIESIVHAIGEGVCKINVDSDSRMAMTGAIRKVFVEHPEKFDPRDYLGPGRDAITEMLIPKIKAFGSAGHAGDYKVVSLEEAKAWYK
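40 nM FBPA preincubated 10 min at RT with compound (up to 57.5 uM final), then substrate plus GAPDH/TPI/NAD/arsenate coupling and diaphorase/resazurin added. Fluorescence read after 20 min at RT, 525/598 nm.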
HCV inhibitor – inhibitors of hepatitis C virus infection. Huh7.5.1 HCVcc-Cre infection, luciferase reporter, 44 h. Potency, µM (titrated, usually from 41.8 µM), without a hit: at the highest dose activity change, negative = inhibition, usual class: inhibitors. 3.4% of 340,000 active. AID 651820; also: potency is read from the fitted curve at half-maximal effect
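Whole-lifecycle infectious HCVcc-Cre system; cells 1,000/well, compound then virus (~0.5 moi) added 4 h after plating, 44 h culture. Luciferase read 15 sec following 15 min substrate incubation, room temp.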
HCMV antiviral – human cytomegalovirus inhibition; HFF cells, HCMV-luciferase reporter, 72 h; hits give low values; activity change, negative = inhibition, % at 57.5 µM; 4.5% of 410,000 active; AID 1259415; in the data active = activity change below about -60%; inconclusive = no clear call, values can overlap the other calls; inactive = above about -39%
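Human foreskin fibroblasts infected with luciferase-reporter HCMV at MOI 1 PFU/cell, compounds at two doses. Luciferase measured 72 h post infection; normalized to buffer-only basal and Salinomycin (10uM) controls.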
Sm TGR block – S. mansoni TGR enzyme inhibition | purified TGR, DTNB reduction, TNB absorbance 405 nm | Potency, µM (highest dose often 114 µM), for inactives: at the top dose activity change, negative = inhibition, actives largely listed as inhibitors | 3% of 360,000 active; also: potency is read from the fitted curve at half-maximal effect; nearly all actives have a fitted effect of over 60% in size
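Kinetic colorimetric format: TGR-catalysed, NADPH-driven DTNB reduction monitored via TNB absorbance. Enzyme dispensed at 20 nM; compound exposure 15 min at room temperature before reaction start.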
AmpC detergent – AmpC beta-lactamase inhibition with detergent present. AmpC hydrolysis of nitrocefin, absorbance 480 nm, 0.01% Triton. P00811. 0.041% of 370,000 active. Potency, µM (doses to about 114 µM), for inactives: at the top dose activity change, negative = inhibition, most hits filed as inhibitors;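 also: potency is read from the fitted curve at half-maximal effect; 0% = no-compound wells and -100% = no-enzyme wells; nearly all actives have a fitted effect of over 25% in size; some results filed as inactive show a strong effect at the top dose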
Target sequence (P00811 whole entry, looked up): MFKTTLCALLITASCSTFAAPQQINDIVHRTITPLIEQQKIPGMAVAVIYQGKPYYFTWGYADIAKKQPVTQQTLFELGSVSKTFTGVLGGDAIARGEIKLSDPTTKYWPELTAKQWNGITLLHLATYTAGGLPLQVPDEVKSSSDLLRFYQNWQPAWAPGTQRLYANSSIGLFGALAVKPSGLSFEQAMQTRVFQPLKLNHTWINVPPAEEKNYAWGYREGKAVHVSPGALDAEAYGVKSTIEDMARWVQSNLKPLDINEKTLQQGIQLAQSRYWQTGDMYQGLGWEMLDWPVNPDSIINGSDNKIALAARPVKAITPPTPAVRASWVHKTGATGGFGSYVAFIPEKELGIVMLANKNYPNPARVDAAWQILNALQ
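20 mM phosphate pH 7.0 + 0.01% (detergent screen) or 0.0001% Triton X-100; 5.3 nM AmpC reagent; cpd preinc 15 min RT; nitrocefin (800 uM stock) to start; A480 q20 s × 4 min; Activity was normalised to no-enzyme and no-compound control wells.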
AMA1 RON2 block – inhibitors of Plasmodium falciparum AMA1-RON2 interaction; 0.2% of 360,000 active; AlphaScreen AMA1-biotinylated RON2 peptide binding; AID 720542; Potency, µM (series often up to 58.2 µM), for inactives: top-dose activity change, negative = inhibition, most hits filed as inhibitors;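 also: potency is read from the fitted curve at half-maximal effect; 0% = vehicle wells and -100% = peptide control; nearly all actives have a fitted effect of over 45% in size; some results filed as inactive show a strong effect at the top dose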
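AMA1 (3D7) with his tag at 25 nM final met compounds first, then biotinylated RON2 peptide at 25 nM; detection used donor plus acceptor beads, 10 µg/mL apiece, read by AlphaScreen after 30 min at room temperature.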
Starred values were filed as active, the others as inactive; ? = inconclusive; nt = not tested or not shown; & = joins results of further samples; [ ] = another dose, or the depositor's remark. Unless noted, calls follow the shape of the dose curve; as a rule, active = well fitted curve in the direction sought with a large enough effect; inconclusive = small, poorly fitted or top-dose-only effect, or another doubt; inactive = no such curve, though single readings can be large; an effect the other way counts as inactive or inconclusive. Unless noted, % is scaled to controls: 0 for no effect and ±100 for the full control effect.

SMILES | Giardia FBPA inh | HCV inhibitor | HCMV antiviral | Sm TGR block | AmpC detergent | AMA1 RON2 block
Cc1cc(C)c(C(=O)COC(=O)c2c(C)noc2C)cc1C | nt | 6.1% | 0.0 | ? | 12.6% | 32.6%[activator]
CC(=O)OC1N=C(c2ccccc2Cl)c2cc(Br)ccc2NC1=O (centres undefined) | -10.1% | -1.3% | 16.3 | -9.8% | 2.7% | -17.2%
O=C1OC(/C=C/c2ccccc2)=NC/1=C\c1cccnc1 | 11.0% | 12.9% | -20.5 | -32.2% | 2.4% | -21.9%
CCCC(C)c1nnc(NC(=O)C2CC(=O)N(CCc3ccc(F)cc3)C2)s1 (centres undefined) | 3.1% | 17.7% | -23.0 | 4.4% | -0.2% | -7.7%
COc1ccc(NC(=O)CC2C(=O)N(c3ccc(Cl)cc3)C(=S)N2CCc2ccccn2)cc1 (centres undefined) | -21.5% | ? | -29.2 | -7.1% | -6.0% | 2.9%
CCN(CC)CCNC(=O)c1ccc(NC(=O)c2cccc(S(=O)(=O)N3CCCCCC3)c2)cc1 | nt | ? | 29.1 | nt | nt | 12.8%
CCCSc1nc2[nH]ncc2c(=O)[nH]1 | 4.7% | 13.4% | 6.8 | -14.7% | -3.0% | 17.2%
COC(=O)c1cc(OC)c(OC)cc1NC(=O)Nc1ccccc1F | -0.4% | 7.9% | -30.5 | 10.7% | 0.9% | 8.5%
CCc1ccc(S(=O)(=O)Nc2cccc(-c3ccc(N4CCOCC4)nn3)c2)cc1 | nt | nt | 29.7 | 5.7% | 0.6% | nt
Cc1cc(C)c[n+](-c2nc([O-])sc2C=O)c1 | -19.6% | 4.1% | -24.6 | -29.0% | 1.6% | -6.3%
COc1cc2[nH]c(=O)n(CCC(=O)N3CCN(c4ccc(Cl)cc4)CC3)c(=O)c2cc1OC | nt | nt | -10.6 | -2.2% | 7.5% | nt
CCOc1ccc(C(C)=O)cc1COC(=O)C(C)N=C1NS(=O)(=O)c2ccccc21 (centres undefined) | 4.9% | 9.7% | -8.4 | 20µM* | 4.5% | 7.7%
O=C(Cn1nnc(-c2ccc([N+](=O)[O-])cc2)n1)NNC(=O)c1ccccc1 | 5.4% | 1.9% | nt | 2.1% | -0.4% | 59.5%[activator]
NNC(=O)CCN1CCN(Cc2ccccc2)CC1 | -4.2% | 15.1% | 32.4 | 4.0% | -5.0% | 27.1%
COc1ccc2oc(C(=O)CCC(=O)O)c(N)c2c1 | 6.7% | 19.8% | -20.5 | -27.8% | ? | 37.1%[activator]
CCC1(C)Cc2c(sc3nnn(CC(=O)Nc4ccc(C)cc4)c(=O)c23)CO1 (centres undefined) | -6.0% | ? | -32.8 | -26.6% | ? | 0.4%
Cc1c(Cl)cccc1NC(=O)CN1C(=O)COc2ccc(S(=O)(=O)N3CCCCCC3)cc21 | nt | nt | 11.9 | -0.7% | 3.1% | nt
O=c1c2ccccc2nc2oc3ccccc3n12 | 2.4% | 17.6% | 49.5 | -7.8% | -14.1% | -3.6%
COc1cc(Cn2nnc3ccccc32)ccc1O | -5.5% | 12.8% | 24.8 | -0.9% | ? | -2.3%
COc1ccccc1C(=O)n1nc(-c2ccco2)nc1SC | -17.7% | 7.8% | 35.9 | 14.1µM* | 2.9% | -4.8%
CC1(N(O)/C=C2\C=CC=CC2=O)CCCCC1=O (centres undefined) | 10.5% | 8.5% | -27.7 | 17.9% | -2.9% | 2.7%
CC(C)CNC(=S)N1CCN(c2nc3ccccc3s2)CC1 | -1.4% | ? | -33.9 | 0.4% | -2.0% | 3.5%
Cc1ccc(S(=O)(=O)c2nc(-c3ccccc3Cl)oc2N2CCCCCC2)cc1 | nt | nt | -2.4 | ? | 2.9% | nt
Cc1cccc(C2CC(c3ccccc3)Nc3ncnn32)c1 (centres undefined) | -2.2% | 6.2% | -28.1 | -2.3% | ? | -10.7%
O=C(O)CC(CC(=O)Nc1ccc(F)c(Cl)c1)c1ccc(Cl)cc1Cl (centres undefined) | -1.2% | 18.7% | -13.6 | 1.6% | -2.4% | -1.3%

Taken from above for reference:
SMILES | Giardia FBPA inh | HCV inhibitor | HCMV antiviral | Sm TGR block | AmpC detergent | AMA1 RON2 block
Cc1c(Cl)cccc1NC(=O)CN1C(=O)COc2ccc(S(=O)(=O)N3CCCCCC3)cc21 | nt | nt | 11.9 | -0.7% | 3.1% | nt
O=c1c2ccccc2nc2oc3ccccc3n12 | 2.4% | 17.6% | 49.5 | -7.8% | -14.1% | -3.6%
COc1cc(Cn2nnc3ccccc32)ccc1O | -5.5% | 12.8% | 24.8 | -0.9% | ? | -2.3%
COc1ccccc1C(=O)n1nc(-c2ccco2)nc1SC | -17.7% | 7.8% | 35.9 | 14.1µM* | 2.9% | -4.8%
CC1(N(O)/C=C2\C=CC=CC2=O)CCCCC1=O (centres undefined) | 10.5% | 8.5% | -27.7 | 17.9% | -2.9% | 2.7%
CC(C)CNC(=S)N1CCN(c2nc3ccccc3s2)CC1 | -1.4% | ? | -33.9 | 0.4% | -2.0% | 3.5%
Cc1ccc(S(=O)(=O)c2nc(-c3ccccc3Cl)oc2N2CCCCCC2)cc1 | nt | nt | -2.4 | ? | 2.9% | nt
Cc1cccc(C2CC(c3ccccc3)Nc3ncnn32)c1 (centres undefined) | -2.2% | 6.2% | -28.1 | -2.3% | ? | -10.7%
O=C(O)CC(CC(=O)Nc1ccc(F)c(Cl)c1)c1ccc(Cl)cc1Cl (centres undefined) | -1.2% | 18.7% | -13.6 | 1.6% | -2.4% | -1.3%

The listing continues.
SMILES | Giardia FBPA inh | HCV inhibitor | HCMV antiviral | Sm TGR block | AmpC detergent | AMA1 RON2 block
O=C(NCc1ccccc1)C1CCCN1S(=O)(=O)c1ccc(Cl)cc1 (centres undefined) | -7.3% | -3.0% | -3.9 | 2.0% | ? | -1.1%
COc1ccc(NC(=O)c2ccco2)cc1NC(=O)c1cccs1 | 6.2% | ? | 74.1 | 8.5% | -14.2% | -10.1%
COc1ccc(N2CCN(C(=O)c3ccc4c(c3)N(Cc3cc(C)ccc3C)C(=O)c3ccccc3S4=O)CC2)cc1 (centres undefined) | nt | nt | 0.8 | -0.5% | 0.5% | nt
COc1ccc(C(=O)Cn2cnc3ccccc3c2=O)cc1 | 6.9% | 6.7% | 22.6 | 2.2% | 3.8% | 0.9%
Cc1cc(=O)oc2c(C)c(OCC(=O)NCCCn3ccnc3)ccc12 | -18.2% | 9.9% | -16.5 | 1.0% | ? | -8.0%
COc1cccc(/C=C2\SC(=S)N(CCCC(=O)N3CCCC3)C2=O)c1 | -3.2% | ? | -112.2* | 2.9% | -3.6% | -9.2%
Brc1cccc(OCCn2ccnc2)c1 | ? | ? | -1.1 | -13.4% | 3.6% | -9.8%
OCC1CCCN(Cc2ccc(-c3ccccc3)cc2)C1 (centres undefined) | ? | ? | 5.8 | 0.0% | -14.8% | -18.2%
CCC[n+]1c2ccccc2cc2ccccc21 | -25.7% | ? | -70.0* | ? | ? | -2.7%
Nc1nc(-n2cnnc2)nn1-c1ccccc1 | -1.6% | -7.8% | -4.1 | 0.8% | -0.7% | 22.0%
Nc1n[nH]c(N)c1N=Nc1ccc(Cl)cc1 | 2.5% | -0.2% | 46.8 | 3.1% | -13.5% | 34.4%[activator]
CCOC(=O)C1CCN(S(=O)(=O)c2ccc(C)c(C(=O)NC3CCCCC3)c2)CC1 | -4.7% | -0.8% | 2.9 | -0.3% | 3.8% | -0.9%
COc1ccccc1C(=O)n1nc(-c2ccco2)nc1NCc1ccc(Cl)cc1 | nt | nt | 5.3 | -17.2% | -2.7% | nt
CC/C(=N/NC(=O)c1ccc2c(c1)OCO2)c1ccccc1O | nt | 3.16µM* | -97.9* | nt | nt | 29.7%
Cc1nnc2n1-c1ccc(Cl)cc1C(c1ccccc1)=NC2 | 8.1%&13.2% | nt | nt | -1.5% | -2.3% | nt
CNC(=O)COC(=O)Cc1ccc(Cl)cc1 | 2.8% | 7.4% | -18.2 | -1.2% | -4.4% | -10.5%
Cc1cccc2sc(N(Cc3cccnc3)C(=O)CCS(=O)(=O)c3ccccc3)nc12 | nt | nt | ? | 4.47µM* | -5.1% | nt
CCN(CC)CCCNC(=S)N(CCCO)Cc1cc2cc3c(cc2[nH]c1=O)OCO3 | 2.6% | 15.4% | -30.0 | -2.1% | ? | 9.3%
O=C(NCc1ccc2c(c1)OCO2)c1cc(-c2ccccc2)nn1CC1CC(c2cccnc2)=NO1 (centres undefined) | nt | -11.9% | -2.0 | nt | nt | -5.1%
C=CCn1c(Cc2cccs2)nnc1SCC(=O)Nc1ccc(C(=O)OCC)cc1 | -8.9% | ? | 33.3 | -2.3% | -9.7% | 26.9%
O=C(NCc1ccccc1Cl)C1CCCN1C(=O)Nc1ccccc1 (centres undefined) | -5.6% | 9.5% | -0.6 | 20.2% | -1.0% | -3.6%
CC(/C=N/NC(=O)CSc1nnc(SCc2ccccc2)s1)=C\c1ccco1 | ? | 4.0% | -17.8 | ? | -7.3% | 5.6%[2.32 µM]
Cc1cc2ncn(-c3ncnc4scc(-c5ccccc5)c34)c2cc1C | 0.8% | 9.4% | -12.6 | 2.7% | 0.5% | -12.5%
Cc1nonc1NC(=O)c1oc2ccccc2c1C | nt | -11.7% | -30.7 | -0.4% | -1.9% | 10.6%
CCOc1ccc(OCCC(=O)N(CC)CC(=O)Nc2ccccc2OC)cc1 | nt | -27.1% | -5.2 | nt | nt | -17.9%
(continued)
SMILES | Giardia FBPA inh | HCV inhibitor | HCMV antiviral | Sm TGR block | AmpC detergent | AMA1 RON2 block
O=C(CSc1ncccc1C(=O)O)c1ccccc1 | -1.9% | 13.2% | 12.8 | -9.5% | ? | 1.3%
CCOc1ccc(-c2cc(C(=O)NCc3ccc(OC)cc3)c3c(-c4ccc(F)cc4)[nH]nc3n2)cc1 | nt | nt | 4.4 | 7.1% | -2.5% | nt
C=CCCC(=O)Nc1ccc(COC(=O)N2CCOCC2)cc1 | -10.5% | 7.0% | 85.7 | -26.4% | 4.5% | 7.6%
COc1ccc(CNC(=O)c2cnc3cc(C)ccn3c2=O)cc1 | 0.4% | 3.9% | 10.1&34.1 | 4.2%&0.5% | 24.9% | -6.3%
COc1ccc(NS(=O)(=O)c2ccc(NC(=S)NC(=O)c3ccc(F)cc3)cc2)nn1 | -18.7% | 3.5% | 47.0 | 44.7µM* | -7.3% | 7.8%
CC1CCN(CC(=O)Nc2ccccc2C#N)CC1 | 5.6% | -4.9% | ? | 1.4% | 2.8% | -2.9%
Cc1cccc(C(=O)OCC(=O)N2CCCCCC2)c1O | nt | 8.7% | -5.0 | 6.0% | 4.3% | 0.0%
Cc1ccc(NC(=O)CN(C)C(=O)c2ccc(S(=O)(=O)N(C)c3ccccc3)cc2)cc1 | -3.3% | 6.3% | 93.0 | -19.9% | -11.2% | 9.4%
c1ccc(N2CCN(c3cnccn3)CC2)nc1 | -0.3% | 4.9% | -12.2 | 5.4% | ? | 0.0%
COc1ccc(CNC(=O)[C@H](C)N2C(=O)N3CCc4c([nH]c5ccccc45)[C@@]3(C)C2=O)cc1OC | 7.6% | 3.55µM* | ? | 8.2% | 0.3% | -18.5%
